Screening data deposited in PubChem by National Center for Advancing Translational Sciences (NCATS).
GLP1R ag: qHTS of GLP-1 Receptor Agonists; Glucagon-like peptide 1 receptor (Homo sapiens), P43220; HEK293 GLP-1R CRE-luciferase, luminescence, 4-6 h; cells express a hypersensitive GLP-1R form; Potency, µM (highest dose often 45.6 µM), for the others: top-dose activation, usual class: activators; 380,000 compounds, 0.007% hits; further: potency means the concentration at half of the fitted maximal effect; % of control where 0% means no effect
Target sequence (P43220 whole entry, looked up): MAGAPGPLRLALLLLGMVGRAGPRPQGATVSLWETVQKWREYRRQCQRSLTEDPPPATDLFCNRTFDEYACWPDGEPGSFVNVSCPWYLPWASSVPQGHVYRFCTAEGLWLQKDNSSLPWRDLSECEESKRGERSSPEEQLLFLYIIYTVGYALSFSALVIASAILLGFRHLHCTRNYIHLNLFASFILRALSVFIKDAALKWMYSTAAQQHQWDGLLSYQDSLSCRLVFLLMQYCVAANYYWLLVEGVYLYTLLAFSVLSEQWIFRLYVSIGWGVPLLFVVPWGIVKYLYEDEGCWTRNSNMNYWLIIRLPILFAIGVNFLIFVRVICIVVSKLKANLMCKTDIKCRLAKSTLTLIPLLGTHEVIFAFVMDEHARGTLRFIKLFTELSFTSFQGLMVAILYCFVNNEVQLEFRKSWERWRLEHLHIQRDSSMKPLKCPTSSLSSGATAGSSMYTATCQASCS
SW480 rerep: A quantitative high throughput screen for small molecules that induce DNA re-replication in SW480 colon adenocarcinoma cells | AID 624297, 2012 | Potency, µM (series often up to 46.1 µM), for inactives: top-dose re-replication activation, most hits filed as activators | SW480 DNA re-replication, Hoechst DNA content imaging, 48 h | 340,000 compounds, 1.8% hits; further: potency means the concentration at half of the fitted maximal effect; % of control where 0% means no effect; nearly all actives have a fitted effect of over 55% in size
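SW480 cells exposed to compounds for 48 hr at 37 C, 5% CO2, then Hoechst-stained 40 min. Nuclear DNA content imaged by fluorescence scanning (405 nm excitation, 500-530 nm emission); re-replication scored as increased high-intensity nuclei.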
KB-3-1 tox: qHTS assay for MDR1-selective chemotherapeutics: Primary screen using the parental adenocarcinoma cell KB-3-1 | 400,000 compounds, 1.4% hits | AID 1347075, 2019 | KB-3-1 viability, CellTiter-Glo ATP luminescence, 72 h | Potency, µM (doses to about 46.1 µM), for the others: at the highest dose activity change, negative = cytotoxic, usual class: cytotoxic; further: potency means the concentration at half of the fitted maximal effect; on the % scale 0 is the no-effect control and ±100 the full control effect; nearly all actives have a fitted effect of over 60% in size
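Screening of KB-3-1 cells (DMEM, 10% FBS, phenol-red free) ran from lowest to highest compound concentration; after 72 h at 37 °C viability was read luminescently and curves fitted.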
IL1B secr inh: qHTS for Inhibitors of Inflammasome Signaling: IL-1-beta AlphaLISA Primary Screen. THP-1 LPS/ATP IL-1B secretion, AlphaLISA, 16 h; stronger effect = lower value. activity change, % at 57.5 µM. 360,000 compounds, 4.7% hits; in the data active means activity change below about -50%; inconclusive means mostly about -30% to -49%; further: on the % scale 0 is the no-effect control and ±100 the full control effect
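THP-1 cells pretreated 1 hr with compounds (up to 57.5 uM final), then stimulated with LPS (250 ng/mL final) plus ATP (1.25 mM final); secreted IL-1B measured by AlphaLISA after 16 hr, decreased signal indicating inhibition.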
KB-V1 MDR tox: qHTS assay for MDR1-selective chemotherapeutics: Primary screen using the drug-selected MDR subline cells KB-V1; KB-V1 MDR cells viability, CellTiter-Glo, 72 h; Potency, µM (series often up to 46.1 µM), for inactives: top-dose activity change, negative = cytotoxicity, most hits filed as cytotoxic; 400,000 compounds, 3.4% hits; AID 1347076, 2019; further: potency means the concentration at half of the fitted maximal effect; on the % scale 0 is the no-effect control and ±100 the full control effect; nearly all actives have a fitted effect of over 60% in size
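KB-V1 MDR subline cells in DMEM (phenol-red free, 10% FBS) exposed to compounds in qHTS concentration series for 72 h at 37 degrees C. Viability read by CellTiter-Glo luminescence; concentration-effect curves fitted after normalization and correction.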
HT1080 IDH1KD tx: qHTS for induction of synthetic lethality in tumor cells producing 2HG: qHTS for the HT-1080-IDH1KD cell line; HT-1080 IDH1 knockdown viability, ATP luminescence, 48 h; Potency, µM (top dose mostly 46.1 µM), inactives show top-dose activity, negative = toxicity, usual class: cytotoxic; 360,000 compounds, 2% hits;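 further: potency means the concentration at half of the fitted maximal effect; 0% = DMSO wells and -100% = cell-free medium wells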
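In this qHTS, HT-1080 cells depleted of IDH1 are exposed for 48 h at 37 °C to compound titrations. Toxicity is scored from CellTiter-Glo luminescence, with DMSO as full viability and medium alone as none.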
D3 antag: qHTS of D3 Dopamine Receptor Antagonist: qHTS | D(3) dopamine receptor (Homo sapiens), P35462 | D3R cells, DiscoveRx beta-arrestin luminescence, antagonist mode; stronger effect = lower value | max response, negative = inhibition, % | 360,000 compounds, 2.5% hits | AID 652054, 2013; in the data active means max response below about -50%; inconclusive means no clear call, values can overlap the other calls; further: on the % scale 0 is the no-effect control and ±100 the full control effect; mostly tested at two doses, the higher about 12 µM
Target sequence (P35462 whole entry, looked up): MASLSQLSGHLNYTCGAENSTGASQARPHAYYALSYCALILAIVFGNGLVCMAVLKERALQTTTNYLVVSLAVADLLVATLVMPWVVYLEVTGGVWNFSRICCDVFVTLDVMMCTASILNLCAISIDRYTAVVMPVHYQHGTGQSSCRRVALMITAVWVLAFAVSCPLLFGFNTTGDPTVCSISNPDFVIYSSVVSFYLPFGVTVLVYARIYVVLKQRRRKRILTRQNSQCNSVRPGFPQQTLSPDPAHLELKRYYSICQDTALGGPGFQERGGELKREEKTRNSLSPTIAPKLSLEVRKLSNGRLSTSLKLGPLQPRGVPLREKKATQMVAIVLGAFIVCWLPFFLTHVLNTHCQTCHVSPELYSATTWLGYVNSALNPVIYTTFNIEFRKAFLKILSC
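Cells expressing the human receptor were seeded at 1500 cells/well, incubated overnight at 37 degrees C in 5% CO2, then exposed to library compounds with dopamine controls for 90 minutes at 37 degrees C before luminescent detection.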
DRD3 agonist: qHTS of D3 Dopamine Receptor Agonist: qHTS; D(3) dopamine receptor (Homo sapiens), P35462; D3R DiscoveRx beta-arrestin cells, luminescence, 90 min; max activation, %; 410,000 compounds, 0.58% hits; in the data active means max activation above about 30%; further: 0% is about no effect; mostly tested at two doses, the higher about 12 µM
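Agonist-mode cell screen: cells plated at 1500/well and incubated overnight at 37 °C, then exposed to library compounds for 90 min at 37 °C. Detection reagent was added for 30–60 min at room temperature, and luminescence was read.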
HT1080NT lethal: qHTS for induction of synthetic lethality in tumor cells producing 2HG: qHTS for the HT-1080-NT fibrosarcoma cell line; HT-1080-NT fibrosarcoma viability, CellTiter-Glo ATP luminescence, 48 h; Potency, µM (doses to about 46.1 µM), inactives show at the highest dose activity, negative = less viability, most hits filed as cytotoxic; 360,000 compounds, 1.6% hits; AID 686970, 2013;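 further: NT is the 2HG producing partner of a matched IDH1 knockdown line; potency means the concentration at half of the fitted maximal effect; 0% = DMSO-treated cells and -100% = media-only wells without cells; nearly all actives have a fitted effect of over 55% in size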
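750 cells/well, RPMI + 5% FBS; 2 h settle, compound pin-transfer, 48 h at 37 degrees C. CellTiter-Glo 10 min RT, luminescence. Normalized to DMSO and media-only wells.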
Starred values were filed as active, the others as inactive; ? = inconclusive; · = no result given; & = joins results of further samples; [ ] = dose if it differs, or a comment. Unless noted, the call rests on the fitted dose curve; in most records, active means well fitted curve in the direction sought with a large enough effect; inconclusive means small, poorly fitted or top-dose-only effect, or another doubt; inactive means no such curve, though single readings can be large; an effect the other way counts as inactive or inconclusive.

Below each SMILES: GLP1R ag, SW480 rerep, KB-3-1 tox, IL1B secr inh, KB-V1 MDR tox, HT1080 IDH1KD tx, D3 antag, DRD3 agonist, HT1080NT lethal
1. COc1ccccc1-n1c(SCC(=O)Nc2cccc(S(N)(=O)=O)c2)nc2ccccc2c1=O
    18%, 0%, 26%, -24, 5%, -4%, 8, 2, -3%
2. CCOc1ccc(C(=O)C[n+]2cccc3cc(C)ccc32)cc1
    -1%, 1%, ?, ?, 21%, -28%, -19, -7, -27%
3. Cc1oc2ncnc(N)c2c1C
    7%, -8%, 15%, 23, ?, -3%, -3, 5, -10%
4. CCc1ccc(NC(=O)[C@H](C)NC(=O)C2CCN(C(=O)[C@@H](N)C(C)C)CC2)cc1
    6%, -14%, 7%, 0, 10%, 3%, -1, -4, 1%
5. CCCCOC(=O)C1=C(C)NC(=O)NC1c1ccc2c(c1)OCO2 (stereo not drawn)
    3%, -34%[inhibitor][1.84 µM], -2%, 16, -23%, -11%, 0, 21, -26%
6. CN(C)c1ccc(/C=C/CNC[C@H]2O[C@@H](n3ccc(N)nc3=O)[C@H](O)[C@@H]2O)cc1
    2%, ·, 0%, -11, 1%, 2%, -18, -8, 2%
7. CCOCCCNS(=O)(=O)c1ccc(NC(=O)c2ccc(OC)c([N+](=O)[O-])c2)cc1
    28%, 2%, -12%, 1, 3%, -26%, 9, 4, -25%
8. N#Cc1c(N)nc2c(c1-c1ccco1)CCCCC2
    1%, 24%, 5%, 29, -21%, ?, -11, -13, ?
9. Cc1ccc(SCC(=O)NN=C2CCN(C)CC2)cc1
    7%, -10%, 0%, -11, 0%, -1%, 23, -11, -2%
10. O=C(CSC1=NCCS1)Nc1cccc2ccccc12
    -19%, -2%, 8%, -5, -12%, 8%, 8, -1, 10%
11. FC(F)(F)c1ccccc1Cc1c(-c2cccc(Br)c2)nc2c3ccccc3ccn12
    9%, ·, 0%, 15, 13%, -3%, 18, 4, -2%
12. Cc1ccc(-c2cc(-c3ccc(F)cc3)nc(N)c2C#N)o1
    21%, 12µM*, -8%, -14, -4%, -6%, 0, 3, -3%
13. CCOc1c2ccc(C(=O)NC3CCCc4ccccc43)cc2nn1CC (stereo not drawn)
    -2%, 0%, 0%, -5, 12%, 5%, -27, -17, 8%
14. O=C(CN(C(=O)c1ccc(Cl)cc1)N1C(=O)C2CCCCC2C1=O)c1ccc(Cl)cc1 (stereo not drawn)
    -3%, -1%, 5%, 1, 6%, 4%, -10, -12, 8%
15. Cc1ccc2c(c1)CCCN2CC(=O)Nc1cccc(S(=O)(=O)N2CCCC2)c1
    -7%, -9%, 4%, 0, 8%, 2%, -5, -2, 0%[9.24 µM]
16. O=c1oc2cc(S(=O)(=O)NCCCO)ccc2c2ccc(S(=O)(=O)NCCCO)cc12
    -4%, -2%, 21%, 5, -1%, 15%, -3, 5, 22%
17. COc1ccccc1CN1CN(S(=O)(=O)c2ccccc2)c2nc3ccccc3nc21
    9%, 5%, ?, 7, ?, -5%, -17, 2, -7%
18. CC(C)Cc1ccc(CN2CCCC(NC(=O)CCN3CCCCC3=O)C2)cc1 (stereo not drawn)
    -1%, ?, 0%, 21, -1%, -5%, 7, -2, -15%
19. COc1ccc(/C=N/NC(=O)CNC(=O)c2ccncc2)cc1OC
    14%, -37%[inhibitor], 1%, -3, 2%, 2%, -1, 1, 2%
20. O=C(COC(=O)C1CCC(=O)N1)Nc1ccc(Cl)cc1Cl (stereo not drawn)
    -4%, -1%, -4%, 14, -1%, 6%, 12, -8, 5%
21. O=C([O-])c1cc(-c2ccccc2)cc(-c2ccccc2)[n+]1CCc1ccc(Cl)cc1
    -2%, -2%, ?, ?, 2%, ?, 2, -30, ?
22. CSc1ccc(-c2c(C#N)c(N)nc3c2c(C)nn3-c2ccccc2)cc1
    -4%, -4%, ?, -14, ?, -7%, 12, 0, -15%
23. COc1cc(OC)c(CN2CCc3c([nH]c4ccccc34)C2)cc1Br
    8%, -14%, ?, 0, -13%, ?, 16, -12, 16µM*
24. CCOC(=O)c1ccc(Nc2nc(=O)c3cccnc3s2)cc1
    3%, 1%, 7%, 0, 6.5µM*, 2.2µM*, -70*, 3, ?
25. CCOCCCNC(=O)C(c1ccccc1)N(Cc1cccs1)C(=O)CNC(=O)c1ccccc1 (stereo not drawn)
    8%, -6%, 26%, -2, ?, -11%, 16, 7, -8%
26. Cc1cc(C)c(S(=O)(=O)C(C)C)c(=O)[nH]1
    -5%, -3%, 18%, 3, 1%, 1%, 12, 3, 14%
27. Cc1ccc(N=N/C(=C\O)C(=O)c2ccc(Cl)cc2)cc1
    7%, 23%, 0%, -86*, ?, ?, -3, 12, ?
28. Cc1cc(NC(=O)CSc2nnc(-c3ccccc3F)n2C)no1
    0%, -15%, 8%, 0, 22%, 4%, -7, 5, 11%
29. CCc1c(C(=O)N2CCOCC2)csc1C
    -8%, -12%, 1%, 1, 22%, 11%, 8, 14, 5%
30. COc1ccc(OCc2cc(C(=O)N3CCN(CC4CC4)CC3)no2)c(Cl)c1
    -3%, -1%, -5%, 0, -23%, -9%, ?, -15, -3%
31. COc1cc2nc(N(CCCN(C)C)C(=O)c3ccc(S(=O)(=O)N(C)C4CCCCC4)cc3)sc2cc1OC
    12%, 2%, 0%, -79*, -3%, 7%, 1, -3, 3%
32. CC1(Cc2ccccc2C#N)C(=O)Nc2cc(-c3ccccc3Cl)ccc21 (stereo not drawn)
    -5%, ·, ?, -20, -4%, ?, -25, 5, ?
33. COc1cccc(OCCSc2nc(C)c(Cc3ccccc3)c(=O)[nH]2)c1
    3%, 4%, 0%, 13, 2%, 19%, -16, 1&9, 19%
34. COc1ccc(-c2cnnc(N/N=C/c3c(C)nn(-c4ccccc4)c3Cl)n2)cc1
    1%, 18%, ?, -3, ?, ?, -4, 4, 10%
35. COC(=O)c1ccc(C(=O)OC)c(NC(=O)CN2CCN(c3ccccc3OC)CC2)c1
    2%, 14%, -3%, -10, 1%, 9%, 12, 6, -5%
36. Cc1nn(-c2cccc(Cl)c2)c2nc(-c3ccco3)cc(C(=O)O)c12
    -2%, -5%, -11%, 8, -20%, 11%, 3, 5, -5%
37. CCOc1ccccc1NC(=O)c1cc(=O)c2ccccc2o1
    -6%, -3%, 5%, 6, -5%, 1%, 7, 0, -7%
38. Cc1ccc(-n2nnc3c(SCC(=O)NCC4CCCO4)ncnc32)cc1 (stereo not drawn)
    -6%, 4%, -27%, -56*, -2%, -2%, 5, -7, 1%
39. S=C(NCc1ccccn1)Nc1cccc(Cl)c1
    5%, -4%, 5%, -18, -3%, -4%, -23, -5, 2%
40. CC(=O)Nc1ccc(-n2c(C)nc(=O)c(-c3ccccc3)c2C)cc1
    -7%, -5%, 14%, 21, 16%, 9%, 19, 3, -1%
41. Cc1ccn2c(C(=O)CSc3ccccc3Cl)c(C)nc2c1
    6%, -4%, ?, -18, 0%, -11%, 36, 1, -2%
42. Cc1nn(-c2ccc(F)cc2)c(C)c1/C=C/C(=O)N1CCNC(=O)C1
    -13%, -1%, 3%, -14, 0%, 1%, 16, 3, -2%
43. CC1(C)CCC[C@]2(C)[C@H]3Cc4cc(O)ccc4O[C@]3(C)CC[C@@H]12
    2%, 10%, 5%, 38, 0%, ?, 0, 7, ?
44. COc1ccc(OC)c(NC(=O)CCNS(=O)(=O)c2cccs2)c1
    4%, -7%, -2%, 31, 0%, 11%, -8, 2, 0%
45. O=C(NC(=S)Nc1ccc(N2CCOCC2)cc1)c1ccco1
    6%, ?, -7%, 5, 16µM*, -1%, -20, -6, -3%
46. COc1ccc(C2CC(c3ccccc3)=NN2C(=O)COC(=O)/C=C/c2ccc(O)c(OC)c2)cc1 (stereo not drawn)
    4%, 23%, -10%, -9, -21%, -2%, 16, 4, -18%
47. O=C(Nc1cc(Cl)ccc1Cl)c1cc(-c2ccco2)on1
    5%, 4%, -2%, 10, -1%, -3%, 9, 0, 0%
48. Cc1ccc(S(=O)(=O)NC(=O)C2(C)CCN2C(=O)c2ccccc2)nc1 (stereo not drawn)
    -2%, ·, 0%, -6, -2%, 21%, 22, 3, 1%
49. CCN1CCCC1CNC(=O)Cn1cnc2ccc(S(=O)(=O)N3CCC(C)CC3)cc2c1=O (stereo not drawn)
    3%, -7%, 4%, 2, 0%, 9%, 1, -2, 9%
50. O=C(NNS(=O)(=O)c1ccccc1)c1cccc([N+](=O)[O-])c1
    0%, 0%, 1%, 13, 6%, 14%, 9, 3, 21%

A draw from above in order of molecular weight, ascending.
Below each SMILES: GLP1R ag, SW480 rerep, KB-3-1 tox, IL1B secr inh, KB-V1 MDR tox, HT1080 IDH1KD tx, D3 antag, DRD3 agonist, HT1080NT lethal
15. Cc1ccc2c(c1)CCCN2CC(=O)Nc1cccc(S(=O)(=O)N2CCCC2)c1
    -7%, -9%, 4%, 0, 8%, 2%, -5, -2, 0%[9.24 µM]
34. COc1ccc(-c2cnnc(N/N=C/c3c(C)nn(-c4ccccc4)c3Cl)n2)cc1
    1%, 18%, ?, -3, ?, ?, -4, 4, 10%
31. COc1cc2nc(N(CCCN(C)C)C(=O)c3ccc(S(=O)(=O)N(C)C4CCCCC4)cc3)sc2cc1OC
    12%, 2%, 0%, -79*, -3%, 7%, 1, -3, 3%
